Screening results (PubChem)
MITF primary – inhibitors of human MITF | inhibition, % at 2.6 µM | 650,000 tested, 0.91% active | O75030 | AlphaScreen MITF homodimerization, bead proximity signal | AID 1259374; in the data active = inhibition above about 50%;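 also: 0% = vehicle wells with protein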
FBW7 act – human FBW7 E3 ligase activation, primary screen | AID 1259310 | 650,000 tested, 0.13% active | AlphaScreen FBW7–phospho-cyclin E peptide binding, activator screen | Q969H0 | normalized activity (activation), % at 26.1 µM; in the data active = normalized activity above about 1.9%;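 also: purified mutant Fbw7 with reduced substrate affinity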
Target sequence (Q969H0 whole entry, looked up): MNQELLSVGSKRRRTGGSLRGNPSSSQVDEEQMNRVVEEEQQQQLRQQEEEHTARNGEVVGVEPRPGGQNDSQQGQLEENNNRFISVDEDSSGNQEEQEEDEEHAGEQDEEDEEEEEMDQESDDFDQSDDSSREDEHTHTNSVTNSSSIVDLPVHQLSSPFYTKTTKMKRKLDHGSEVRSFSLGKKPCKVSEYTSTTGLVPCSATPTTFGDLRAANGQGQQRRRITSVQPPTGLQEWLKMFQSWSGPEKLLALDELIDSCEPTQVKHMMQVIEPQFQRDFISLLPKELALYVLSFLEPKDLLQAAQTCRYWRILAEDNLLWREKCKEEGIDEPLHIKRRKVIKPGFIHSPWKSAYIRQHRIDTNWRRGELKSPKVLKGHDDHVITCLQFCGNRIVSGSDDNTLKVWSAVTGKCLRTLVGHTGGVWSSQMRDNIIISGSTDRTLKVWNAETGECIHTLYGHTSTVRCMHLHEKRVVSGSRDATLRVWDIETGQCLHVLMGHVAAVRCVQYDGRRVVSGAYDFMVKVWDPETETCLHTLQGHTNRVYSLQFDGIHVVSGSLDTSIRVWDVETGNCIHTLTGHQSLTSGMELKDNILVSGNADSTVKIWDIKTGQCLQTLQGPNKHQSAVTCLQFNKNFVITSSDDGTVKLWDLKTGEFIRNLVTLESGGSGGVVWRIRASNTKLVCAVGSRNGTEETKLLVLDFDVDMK
TEAD-YAP inh – TEAD-YAP interaction inhibition. HEK-TIYL cells, TEAD-Gal4/YAP UAS-luciferase luminescence. inhibition, % at 9.12 µM. 640,000 tested, 1.4% active; in the data active = inhibition above about 32%;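 also: 0% = median of test compound wells and 100% = reference inhibitor wells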
GPR151 activ – activates the human receptor GPR151 | Q8TDV0 | 650,000 tested, 1% active | activation, % at 11.2 µM | PathHunter beta-arrestin GPR151 cells, luminescence; in the data active = activation above about 4.9%;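 also: 0% = median of compound wells and 100% = cells with positive control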
Target sequence (Q8TDV0 whole entry, looked up): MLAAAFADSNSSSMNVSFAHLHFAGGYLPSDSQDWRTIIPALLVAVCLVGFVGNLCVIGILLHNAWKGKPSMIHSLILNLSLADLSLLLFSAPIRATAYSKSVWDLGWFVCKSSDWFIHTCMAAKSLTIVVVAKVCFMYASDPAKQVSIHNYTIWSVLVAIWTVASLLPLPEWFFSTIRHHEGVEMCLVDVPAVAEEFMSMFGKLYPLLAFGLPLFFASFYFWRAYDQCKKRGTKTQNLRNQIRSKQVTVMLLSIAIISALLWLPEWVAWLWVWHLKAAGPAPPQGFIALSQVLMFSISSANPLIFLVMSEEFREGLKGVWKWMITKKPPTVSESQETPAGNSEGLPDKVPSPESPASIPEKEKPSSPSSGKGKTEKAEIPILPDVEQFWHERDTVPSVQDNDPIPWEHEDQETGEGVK
* marks the source's active call; other numbers are inactive results. Compounds were not picked by outcome, and some 3.4% of all compounds hit somewhere here.

SMILES | MITF primary | FBW7 act | TEAD-YAP inh | GPR151 activ
O=C(NC1CCCCC1)c1cc(-c2ccc(F)cc2)on1 | 18 | 0.4 | -7 | -0.2
O=C(N/N=C/c1ccccc1C(=O)O)c1ccccn1 | -10 | 0.0 | -50 | -4.5
Cc1ccc(Cn2c(-n3nc(C)cc3C)nc3c2c(=O)[nH]c(=O)n3C)cc1 | 3 | -0.1 | 0 | 1.0
COc1ccc(N(CC(=O)Nc2cccc(Cl)c2)S(=O)(=O)c2c(C)noc2C)cc1 | 5 | -0.6 | -6 | -0.7
CCOC(=O)C1CCCN(S(=O)(=O)c2ccc3c(c2)C(C)(C)C(=O)N3C)C1 (stereo unspecified) | -7 | -0.1 | 6 | 0.3
COc1cccc(CNC(=O)c2nnc(Cc3ccc(F)cc3)o2)c1 | 18 | -0.2 | -5 | -0.3
Cc1ccc2c(c1)-c1c(cnn1CC(=O)Nc1ccc(C)c(F)c1)CO2 | -10 | 0.0 | -6 | -0.1
COc1ccc(NC(=O)C(CCS(C)(=O)=O)NC(C)=O)c(OC)c1 (stereo unspecified) | 14 | -0.1 | 3 | 0.2
Nc1ccc2nc(Cc3ccccc3)[nH]c2c1 | 4 | -0.1 | -8 | 0.4
CCOC(=O)/C(C#N)=C(\O)c1ccc(NC(=O)CCC(=O)O)cc1 | -16 | 0.1 | -7 | -0.5
FC(F)(F)c1ccc(Cn2cnc3c(NCCN4CCOCC4)nc(N4CCc5ccccc5C4)nc32)cc1 | 12 | 0.3 | -12 | -1.5
CCOc1ccccc1NS(=O)(=O)N(C)C | 11 | 0.8 | -1 | -0.5
COC(=O)c1ccc(NCC(=O)c2ccc(Cl)cc2)cc1 | 11 | 0.1 | -3 | 0.6
COc1ccc([C@@H]2C[C@H]3CN(C4Cc5ccccc5C4)C(=O)[C@]34CCCN24)c(OC)c1OC | 4 | 0.0 | -2 | 2.9
Cc1cc(=O)n(C)c(=O)n1CCCBr | -3 | 0.0 | 0 | 0.4

Nothing new here: entries from further up.
SMILES | MITF primary | FBW7 act | TEAD-YAP inh | GPR151 activ
COc1ccc(N(CC(=O)Nc2cccc(Cl)c2)S(=O)(=O)c2c(C)noc2C)cc1 | 5 | -0.6 | -6 | -0.7
CCOC(=O)C1CCCN(S(=O)(=O)c2ccc3c(c2)C(C)(C)C(=O)N3C)C1 (stereo unspecified) | -7 | -0.1 | 6 | 0.3
COc1cccc(CNC(=O)c2nnc(Cc3ccc(F)cc3)o2)c1 | 18 | -0.2 | -5 | -0.3
Cc1ccc2c(c1)-c1c(cnn1CC(=O)Nc1ccc(C)c(F)c1)CO2 | -10 | 0.0 | -6 | -0.1
COc1ccc(NC(=O)C(CCS(C)(=O)=O)NC(C)=O)c(OC)c1 (stereo unspecified) | 14 | -0.1 | 3 | 0.2
Nc1ccc2nc(Cc3ccccc3)[nH]c2c1 | 4 | -0.1 | -8 | 0.4
CCOC(=O)/C(C#N)=C(\O)c1ccc(NC(=O)CCC(=O)O)cc1 | -16 | 0.1 | -7 | -0.5
FC(F)(F)c1ccc(Cn2cnc3c(NCCN4CCOCC4)nc(N4CCc5ccccc5C4)nc32)cc1 | 12 | 0.3 | -12 | -1.5
CCOc1ccccc1NS(=O)(=O)N(C)C | 11 | 0.8 | -1 | -0.5
COC(=O)c1ccc(NCC(=O)c2ccc(Cl)cc2)cc1 | 11 | 0.1 | -3 | 0.6
COc1ccc([C@@H]2C[C@H]3CN(C4Cc5ccccc5C4)C(=O)[C@]34CCCN24)c(OC)c1OC | 4 | 0.0 | -2 | 2.9
Cc1cc(=O)n(C)c(=O)n1CCCBr | -3 | 0.0 | 0 | 0.4

(list continues)
SMILES | MITF primary | FBW7 act | TEAD-YAP inh | GPR151 activ
O=C(CCCC(=O)N/N=C/c1ccccc1)N/N=C/c1ccccc1 | 2 | -0.1 | -5 | 0.4
CCOc1ccc2nc(NC(=O)CCC(=O)OCC(F)(F)F)sc2c1 | -1 | -0.2 | 28 | -2.1
CCC1CN(CCC(=O)N2CCCC(OC)C2)Cc2cc(OC)ccc2O1 (stereo unspecified) | -5 | 0.0 | 3 | -0.8
COc1ccccc1CNC(=O)C1CCN(C(=O)N2CCOc3ccccc32)CC1 | 1 | 0.0 | 8 | -1.7
CC(=O)NC1(c2ccccc2)CCN(C(=O)C2CCC2)CC1 | 6 | -0.5 | 0 | -1.2
O=C(CN1C(=O)c2ccccc2C1=O)Nc1ccccc1Br | -1 | -0.1 | 1 | 0.0
O=C(CN1C(=O)c2ccccc2C1=O)Nn1c(-c2cccc(Cl)c2)nc2ccccc2c1=O | 19 | 1.3 | -10 | 6.7*
O=C(NCc1ccncc1)C(=O)N/N=C/c1ccccc1C(F)(F)F | -1 | -0.4 | -9 | 1.0
COc1ccc(C(=O)Nc2nc3c(s2)CCc2ccc(OC)cc2-3)cc1 | 14 | 0.2 | -13 | 0.9
O=C(Cn1c(=O)n(Cc2ccccc2)c(=O)c2cccnc21)Nc1ccc(Cl)cc1F | 13 | 0.6 | 10 | -0.4
CCc1ccccc1NC(=O)COc1ccccc1C | 4 | 0.1 | -12 | -0.5
CCCCN(CCCC)S(=O)(=O)c1ccc(C(=O)Nc2sc3c(c2C(N)=O)CC(C)(C)NC3(C)C)cc1 | -3 | 0.1 | -6 | -1.3
Cc1ccn2c(NC3CCCCC3)c(C)nc2c1 | 3 | 0.1 | -9 | 0.5
Cc1ccc(NC(=O)Cc2ccccc2)cc1Br | 7 | 0.0 | -19 | 2.0
Cc1ccc(OC(=O)Cn2cnc3sc4c(c3c2=O)CCCC4)cc1 | -1 | 0.0 | 2 | 0.6
O=C(Nc1cccc2c1C(=O)NC2=O)c1ccc(S(=O)(=O)N2CCCC2)cc1 | 14 | 0.0 | 7 | 1.8
Cc1cc(=O)[nH]c(N/N=C/c2cccs2)n1 | 14 | -0.2 | -2 | 0.0
O=C(c1c(F)cccc1F)N1CCN(c2ccccn2)CC1 | 16 | 0.2 | 3 | 0.3
COc1ccccc1C(=O)N/N=C(\C)c1ccc([N+](=O)[O-])cc1 | 18 | 0.5 | -15 | -1.2
COc1cc([N+](=O)[O-])ccc1NC(=S)NC(C)c1ccc2c(c1)OCO2 (stereo unspecified) | 8 | 0.3 | 4 | 0.1
Cc1cccc(N2CCc3c2nc2ccc(Br)cc2c3N)c1 | 9 | 1.0 | -1 | -1.2
COc1cc(OC)nc(Oc2cccnc2C(=O)N[C@@H](CC(C)C)C(N)=O)n1 | -9 | -0.3 | 0 | -2.0
O=c1nc(SCc2cccc3ccccc23)nc2ccc(Cl)cn12 | 4 | 0.0 | -16 | 1.5
CC1CN(CC(=O)NCCCn2cccn2)Cc2ccccc2O1 (stereo unspecified) | 5 | 0.0 | 3 | 0.7
CCC(=O)NCC(c1ccco1)S(=O)(=O)c1ccc(C)cc1 (stereo unspecified) | 12 | -0.1 | -1 | -0.5
O=Cc1ccccc1-c1ccc(OCCN2CCOCC2)nc1 | 1 | -0.5 | -14 | 1.2
CCc1nc(NN)c2nnn(Cc3ccccc3Cl)c2n1 | -21 | 0.1 | 0 | -0.3
O=C(NS(=O)(=O)c1ccc(NC(=O)C2CCCN2C(=O)OCc2ccccc2)cc1)c1ccccc1 (stereo unspecified) | 3 | -0.1 | 7 | 1.7
CC[n+]1c(C)sc2cc([N+](=O)[O-])ccc21 | 1 | -0.3 | -2 | -0.1
CCN(CC)S(=O)(=O)c1ccc2oc(C(=O)N3CCC(C)CC3)c(C)c2c1 | 6 | 0.1 | 10 | -0.6
CC(C)N(CCNc1ncnc2nc(NC3CCN(Cc4ccccc4)CC3)[nH]c12)C(C)C | 0 | -0.2 | 15 | 0.6
COc1ccc(/C=N/NC(=O)COc2ccccc2OC)cc1O | -1 | 0.0 | 22 | 0.3
COc1ccccc1N(CC(O)CN1CCN(C)CC1)S(=O)(=O)c1ccccc1 (stereo unspecified) | 1 | -0.2 | -16 | -0.5
Cc1ccc(CNC(=O)C2CCCN(c3nnc(N4CCCC4=O)s3)C2)cc1 (stereo unspecified) | 3 | -0.2 | -3 | -2.0
COc1ccc(C2OC(COc3ccccc3)CN(C(=O)c3ccccc3)O2)cc1OC (stereo unspecified) | 5 | 0.2 | -3 | -0.3
O=C(c1ccc(Cl)cc1)N1CCN(c2nc(N3CCCCC3)nc(N3CCCCC3)n2)CC1 | 2 | -0.1 | -3 | 0.0
CC1CCCN(c2nc3c(c(=O)[nH]2)CN(Cc2ccc(N(C)C)cc2)CC3)C1 (stereo unspecified) | 9 | 0.0 | -9 | 0.0
N#CCC(=O)N1CCN(CCc2ccccc2)CC1 | -11 | 0.0 | 0 | 0.5
Cc1cc(I)cc2c1NC(c1cccc([N+](=O)[O-])c1)C1CC=CC21 (stereo unspecified) | 4 | -0.1 | -24 | 2.3
CCC(=O)Nc1ccc(-c2nnc(SCC(=O)Nc3ccc(C(C)=O)cc3)n2C)cc1 | -10 | -0.3 | -42 | 1.4
CCCCNC(=O)c1sc2ncn(CC(=O)Nc3ccccc3OC)c(=O)c2c1C | 5 | 0.1 | -5 | 1.8
COc1ccc(-c2nnn3c2nc(N2CCCC(C)C2)c2ccccc23)cc1 (stereo unspecified) | 12 | 0.2 | -2 | 0.8
CCOC(=O)C1=CSC2(S1)C(C(=O)OCC)=CSC1=C2c2ccccc2N(CC)C1(C)C (stereo unspecified) | 20 | 0.8 | 12 | 0.8
O=C(Nc1cccc(C(F)(F)F)c1)Nc1cccc2ccccc12 | -8 | -0.2 | 8 | 0.7
Cc1ccccc1Cn1c(C(=O)O)c(CNCCc2c[nH]c3ccccc23)c2ccccc21 | 1 | -0.1 | -8 | 2.1
COc1cc2c(cc1OC)C(COc1ccc([N+](=O)[O-])cc1)N(C(=O)Nc1cccc(C)c1)CC2 (stereo unspecified) | -3 | 0.0 | -8 | -0.2
CCOc1ccccc1-c1cc(C(=O)NCCN(C)C)c2ccccc2n1 | 17 | -0.2 | -2 | -0.7
O=C(Nc1cccc(-c2ccc3nnc(-c4ccncc4)n3n2)c1)c1ccc(F)cc1 | 4 | 0.0 | 3 | 3.5
CCOC(=O)c1cc(NC(=O)c2ccc(N)cc2)cc(NC(=O)c2ccc(N)cc2)c1 | 9 | 0.0 | 4 | -0.7
O=C(NCc1ccccc1Cl)C1CCCO1 (stereo unspecified) | 2 | -0.1 | 1 | -1.4
CCCCCn1c(=O)[nH]c2cc(C(=O)NCCCN3CCCCC3C)ccc2c1=O (stereo unspecified) | 20 | 0.2 | -5 | 0.3
COc1ccc(OC)c(NC(=O)c2nc(-c3ccncc3)no2)c1 | 1 | -0.1 | 0 | -0.2
CC1=[N+]([O-])C(c2ccccc2)N(O)C1(C)C (stereo unspecified) | 2 | 0.2 | 17 | -0.1
Cc1ccc(C(=O)Nc2c3c(nn2-c2cccc(Cl)c2)CSC3)cc1[N+](=O)[O-] | -6 | -0.1 | 0 | 2.7
O=C(Cn1c(=O)oc2cc(S(=O)(=O)NCc3ccccc3)ccc21)N1CCCC1 | 7 | 0.2 | 11 | 0.4
CCN(CC)C(=O)Cn1cnc2sc(C(=O)Nc3ccc(C)c(Cl)c3)c(C)c2c1=O | -6 | -0.2 | -2 | -0.2
Cc1cccc(-c2noc(CNC(=O)c3ccccc3Cl)n2)c1 | -5 | 0.1 | 17 | 0.2
CN(C)c1ccc(CCNC(=O)COc2ccccc2F)cc1 | 20 | -0.1 | 2 | -1.3
O=C(CSc1nc(O)cc(=O)n1-c1ccccc1)Nc1ccc(Br)cn1 | -2 | 0.0 | 7 | 2.4
CS(=O)(=O)N(CC(=O)Nc1ccccc1Cl)c1cccc([N+](=O)[O-])c1 | 0 | -0.1 | -4 | 2.7
New compounds follow
SMILES | MITF primary | FBW7 act | TEAD-YAP inh | GPR151 activ
O=C(Cc1ccccc1)Nc1ccc2nc(NC(=O)Cc3ccccc3)sc2c1 | 9 | -0.1 | -11 | 0.7
COc1ccc(-c2nc(C(=O)NCCCN3CCCC3=O)cs2)cc1 | 13 | 0.1 | -6 | -0.3
Cc1cccc(-c2ocnc2C(=O)NCCN2CCCCCC2)c1 | 10 | 0.0 | 6 | -0.5
CCOc1c(OC)cc(/C=C2/C(=O)N(c3ccc(S(N)(=O)=O)cc3)N=C2C)cc1[N+](=O)[O-] | -11 | 0.0 | 11 | 0.2
Cc1cc(O)cc(C)c1NS(=O)(=O)c1ccc(Br)cc1 | -11 | 0.1 | 3 | 1.1
COc1ccccc1NC(=O)Cn1cnc2scc(-c3ccccc3)c2c1=O | -4 | 0.0 | 0 | -1.2
Cc1cc2nc(NC3=NCN(CCN4CCOCC4)CN3)nc(C)c2cc1C | -15 | -0.1 | 4 | 0.1
CCN(CC)CCn1c(NCc2cc(OC)c(OC)c(OC)c2)nc2ccccc21 | 1 | -0.1 | -20 | 0.9
CCCOC(=O)c1c(NC(=O)c2cnn3c2NC(c2ccccc2)CC3C(F)(F)F)sc2c1CCCC2 (stereo unspecified) | 7 | 0.1 | 1 | 0.7
Oc1ccccc1-c1nc2cnccn2c1NCCc1ccccc1 | 9 | -0.1 | -3 | -1.0
CCN(CC)CCCN(Cc1cc2cc(OC)ccc2[nH]c1=O)C(=S)NC | 21 | 0.1 | -11 | -0.6
C/C(=N\NC(=O)Cc1cccs1)c1cccs1 | 12 | 0.2 | -7 | 0.5
O=C(O)c1c(CNCc2ccc3c(c2)OCO3)c2ccccc2n1Cc1ccc(F)cc1 | 4 | -0.1 | 3 | 1.2
COc1ccccc1C(C)NCC(=O)NC(C)C12CC3CC(CC(C3)C1)C2 (stereo unspecified) | 11 | -0.2 | -3 | 0.2
COc1cc(/C=C2\SC(=S)N(NC(=O)c3ccccc3O)C2=O)ccc1O | 8 | -0.3 | 2 | 0.4
O=C(CCCCCn1nnc2ccccc2c1=O)NC1CCCCCC1 | 2 | 0.0 | -1 | 4.0
